# NPR2 activator: GC-B (human) receptor activation; HEK293-GC-B cells, CNP EC30, cGMP TR-FRET; 0% at EC30 CNP, 100% saturating CNP; activation, % at 10 µM; 370,000 tested, 0.11% active;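 active = activation at 10 µM reaching about 35% in either raw or pattern-adjusted values, limit read from the data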
# Target sequence (P20594 whole entry, looked up): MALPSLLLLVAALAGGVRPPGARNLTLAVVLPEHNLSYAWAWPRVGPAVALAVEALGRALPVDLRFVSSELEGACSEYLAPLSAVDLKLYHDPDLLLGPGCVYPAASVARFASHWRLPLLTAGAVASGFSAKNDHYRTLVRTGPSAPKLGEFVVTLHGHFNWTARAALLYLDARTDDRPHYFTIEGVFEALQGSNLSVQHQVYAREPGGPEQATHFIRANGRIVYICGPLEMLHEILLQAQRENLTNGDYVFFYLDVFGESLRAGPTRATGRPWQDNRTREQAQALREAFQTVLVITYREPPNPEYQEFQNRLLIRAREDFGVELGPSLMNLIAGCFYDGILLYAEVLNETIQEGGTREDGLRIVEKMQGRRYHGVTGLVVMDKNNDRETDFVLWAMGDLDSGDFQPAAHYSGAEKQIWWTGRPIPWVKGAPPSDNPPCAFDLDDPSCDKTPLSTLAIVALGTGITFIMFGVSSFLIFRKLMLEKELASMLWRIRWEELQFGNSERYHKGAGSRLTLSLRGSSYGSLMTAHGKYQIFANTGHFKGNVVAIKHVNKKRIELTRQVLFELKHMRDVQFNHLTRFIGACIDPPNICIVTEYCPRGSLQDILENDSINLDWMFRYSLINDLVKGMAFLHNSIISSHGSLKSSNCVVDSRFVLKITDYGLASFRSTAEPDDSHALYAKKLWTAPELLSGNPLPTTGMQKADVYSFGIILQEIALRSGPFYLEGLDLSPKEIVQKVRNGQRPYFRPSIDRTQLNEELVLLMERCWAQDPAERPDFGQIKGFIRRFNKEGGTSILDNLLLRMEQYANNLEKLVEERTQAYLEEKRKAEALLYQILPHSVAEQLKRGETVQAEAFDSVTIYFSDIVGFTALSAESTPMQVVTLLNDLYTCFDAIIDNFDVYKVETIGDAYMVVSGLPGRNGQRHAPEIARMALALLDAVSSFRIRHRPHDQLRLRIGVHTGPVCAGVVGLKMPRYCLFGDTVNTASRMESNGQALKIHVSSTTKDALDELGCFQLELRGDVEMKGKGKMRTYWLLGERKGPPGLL
# TCR-CD3 inh: human TCR-CD3 binding inhibition; TAMRA-labeled TCR probe fluorescence, biochemical; inhibition, % at 9.4 µM; 360,000 tested, 0.37% active; AID 651800; in the data active = inhibition above about 19%;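 also: recombinant mutant TCR 2C K166C tagged with TAMRA read by polarization; 0% = receptor in buffer alone and 100% = receptor with positive control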
# PRMT1 FP inh: blocks human protein arginine methyltransferase 1; recombinant PRMT1, activity-based probe fluorescence polarization; 370,000 tested, 1.3% active; Q99873; inhibition, % at 2.79 µM;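 active = inhibition above about 21% made by adding two undisclosed values, limit read from the data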
# SIAE inh: human SIAE inhibition, primary screen. Q9HAT2. SIAE FP-Rh probe binding, fluorescence polarization. inhibition, % at 9.66 µM. 370,000 tested, 0.69% active. AID 1053197;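 active = inhibition above a cutoff: mean of compounds within the control limits plus 3 SD of those, cut at about 17% in these data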;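 also: 0% = plate median of compound wells and 100% = probe without SIAE protein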
# rCAG RNA binder: binds r(CAG) RNA repeats | r(CAG) RNA repeat, TO-PRO-1 dye displacement fluorescence | inhibition, % at 3 µM | 370,000 tested, 1.3% active | AID 651821;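 active = inhibition above the plate cutoff, the mean of all test compounds on that plate plus 3 SD, cut at about 35% in these data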;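 also: 0% = DMSO alone and 100% = 100 µM mitoxantrone as full dye displacement; higher means more dye released from RNA so lower well fluorescence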
# mABHD4 FP: inhibitors of mouse ABHD4. AID 720543. Q8VD66. purified mABHD4, FP-Rh probe fluorescence polarization. inhibition, % at 8.92 µM. 370,000 tested, 0.54% active;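 active = inhibition exceeding the mean over every tested compound plus 3 SD, cut at about 30% in these data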;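 also: 0% = plate median of compound wells and 100% = S159A mutant with DMSO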
#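 Assay system: Wild-type mouse ABHD4 protein | Medium: HEPES pH 7.0 buffer, 150 mM NaCl, 0.01% Pluronic F-127 | Incubation: Enzyme–compound pre-incubation 45 min, then probe 60 min, both 25 °C | Technique: Fluorescence polarization with parallel and perpendicular emission, 525/598 nm | Evaluation: % inhibition of FP-Rh probe binding versus controls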
# UHRF1 binding: human UHRF1 methylated DNA binding inhibitors; Q96T88; UHRF1 binding to methylated oligo, TR-FRET; inhibition, % at 4.4 µM; 370,000 tested, 0.75% active; in the data active = inhibition above about 21%;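 also: UHRF1 SRA domain binding a hemimethylated CpG hairpin DNA probe; 0% = median of test compound wells and 100% = reference inhibitor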
# MBD2 DNA inh: MBD2-methylated oligo binding inhibition; 370,000 tested, 0.31% active; inhibition, % at 4.4 µM; Q9UBB5; AID 686964; TR-FRET, MBD2 binding to methylated oligonucleotide; in the data active = inhibition above about 13%
# NPR1 activator: GC-A (human) enzyme activation | P16066 | HEK293 GC-A cells, cGMP TR-FRET, EC30 ANP; 0% at EC30 ANP, 100% saturating ANP | activation, % at 10 µM | 370,000 tested, 0.14% active; in the data active = activation above about 40%
# HTRA1 inhibitor: blocks human HTRA1 serine peptidase; Q92743; recombinant HTRA1, FP-rhodamine activity-based probe, fluorescence polarization; inhibition, % at 5.96 µM; 340,000 tested, 0.5% active; AID 504803; in the data active = inhibition above about 36%;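 also: 0% = enzyme with DMSO and 100% = wells lacking enzyme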
# * marks the source's active call; other numbers are inactive results; nt = no result given. Some of the compounds tested (hit frequency here may not be typical).
SMILES,NPR2 activator,TCR-CD3 inh,PRMT1 FP inh,SIAE inh,rCAG RNA binder,mABHD4 FP,UHRF1 binding,MBD2 DNA inh,NPR1 activator,HTRA1 inhibitor
Cc1nn(-c2ccccc2)c2sc(C(=O)N(CC(=O)NC3CCCC3)Cc3ccco3)cc12,-8,4,-2,-6,2,-5,-2,5,-5,-13
Cc1noc(C)c1C(=O)NCC(=O)Nc1ccccc1Br,4,9,-4,-7,5,6,0,-5,0,13
Cc1ccccc1CS(=O)(=O)Cc1ccc(C(=O)NCCCN2CCCC2=O)o1,3,3,-1,-6,-3,-17,-4,-3,1,7
CC(C)CC(NC(N)=O)C(=O)Nc1ccc(Cl)c(Cl)c1 (stereo unspecified),-2,2,-3,-7,0,1,-1,1,-8,2
O=C(NCc1ccccn1)C1CCN(S(=O)(=O)c2cnc[nH]2)CC1,3,5,3,1,-3,13,7,3,-2,6
COC(=O)c1[nH]c2cccc(OC)c2c1NC(=O)CCN1CCN(c2ccccc2F)CC1,-30,3,0,2,1,1,3,3,-30,nt
Cc1occc1C(=O)Nc1nn[nH]n1,1,7,2,-3,3,5,0,-1,0,-1
COCCNC(=O)c1cc2c(=O)n3cccc(C)c3nc2n1C,-3,-3,2,6,1,4,6,0,3,5
CCCCOc1ccc(C(C)NC(=O)C2CCCN(S(=O)(=O)CCC)C2)cc1 (stereo unspecified),5,-2,2,8,-4,-8,7,-1,1,-3
CCOc1ccc(N2C(=O)/C(=C\c3ccc(OC)c(O)c3)S(=O)(=O)C2c2cccc([N+](=O)[O-])c2)cc1 (stereo unspecified),-3,-3,3,4,8,-3,3,-1,-6,-5
CCOC(=O)C1(C)CCCN1C(=O)c1cncc(Br)c1 (stereo unspecified),6,1,0,2,2,2,1,0,3,nt
CN(C(=O)CN1C(=O)c2cccc(N)c2C1=O)C1CCCCC1,7,-6,4,-4,-1,-4,1,-3,10,3
Cc1ccc([C@H]2C[C@@H](n3cc(-c4ccc(F)cc4)nn3)[C@H](O)CN2C(=O)C2CCCCC2)cc1,-1,11,0,-9,4,-7,0,-5,1,-24
CCCCn1c(N)c(N(CCOC)C(=O)COC(=O)C(C)(C)Oc2ccc(Cl)cc2)c(=O)[nH]c1=O,-5,-1,1,6,-6,6,0,-1,-1,2
Cc1nn(-c2ccccc2)c(Cl)c1/C=N/NC(=O)OC(C)(C)C,-1,2,-4,-8,-7,-5,-6,2,3,-11
CC(=O)Oc1c(Br)cc(N(C(C)=O)S(=O)(=O)c2ccccc2)c2ccccc12,2,-1,12,6,6,15,-5,-5,4,-6
Cc1ccc(NC(=O)Cn2cnc3c(cnn3C(C)(C)C)c2=O)cc1,-5,2,-3,0,-1,-8,1,-1,-1,-7
CN1C(=O)C2(C(C#N)=C(N)N(c3cc(Cl)cc(Cl)c3)C3=C2C(=O)CCC3)c2ccccc21 (stereo unspecified),-2,-3,-1,-3,-4,-1,0,5,0,4
O=C(Nc1ccc(C(F)(F)F)cc1)OC1CC2CC1[C@H]1CCCCN1[C@H]2Cc1ccccc1 (stereo partly specified),3,nt,5,-4,7,0,2,5,-2,nt
Cc1ccc(NC(=O)CN(C)C(=O)c2ccc(OCc3cn4ccccc4n3)cc2)cc1,-4,-9,2,7,1,3,17,11,-5,-6
CC(O)CN(CCC(N)=O)CCC(N)=O (stereo unspecified),1,1,2,4,4,14,4,0,0,0
Cc1ccc(NNC(=O)c2ccno2)cc1C,7,-5,23*,-2,-4,-3,4,3,3,6
CCOC(=O)C1(Cc2cccc(OC)c2)CCCN(C(=O)c2cc(C)on2)C1 (stereo unspecified),-1,1,-1,0,-8,-7,-1,4,1,-4
CN1N=C(C(C)(C)C)CSC1=Nc1ccccc1,-1,-7,3,-3,-6,-3,1,2,-5,2
COc1cc(CCCN2CCNC[C@H]2Cc2cccc3ccccc23)cc(OC)c1OC,-8,5,-1,5,7,8,-2,-1,-4,-3
# Additional entries.
SMILES,NPR2 activator,TCR-CD3 inh,PRMT1 FP inh,SIAE inh,rCAG RNA binder,mABHD4 FP,UHRF1 binding,MBD2 DNA inh,NPR1 activator,HTRA1 inhibitor
CC(C)NC(=O)C1(C)CCN1C(=O)c1ccccc1Oc1ccccc1 (stereo unspecified),-1,-1,2,5,-2,2,4,5,-3,nt
CSc1ncccc1C(=O)OCc1ccc(C#N)cc1,3,1,-3,1,-3,-3,1,0,1,-6
CC(C(=O)N(C)C1CCCCC1)N1CCC(C(N)=O)CC1 (stereo unspecified),2,5,-5,3,2,4,1,3,2,-3
COc1ccccc1NC(=O)c1cc(N2C(=O)C3C4CCC(C4)C3C2=O)ccc1Cl (stereo unspecified),3,3,1,5,-1,0,6,-1,0,-2
CC(=O)Nc1ccc2c(c1)ncn2C1CCCCC1,-3,-1,2,-1,-3,-3,-2,34*,4,4
COc1ccccc1CC(=O)Nc1ccc([N+](=O)[O-])cc1OC,3,0,1,4,0,-3,-7,-6,5,-4
C=CCNC(=S)NNC(=O)C(CCC(C)C)CC(C)O (stereo unspecified),-2,8,-1,7,3,0,4,-1,-3,-7
CC(=O)c1cccc(NC(=O)CC2S/C(=N/N=C/c3cccs3)NC2=O)c1 (stereo unspecified),1,0,1,-35,21,-3,1,2,0,4
COc1ccccc1C1SCCN1C(=O)c1ccc([N+](=O)[O-])cc1 (stereo unspecified),-14,-4,-1,8,-1,-7,1,-4,-2,-1
CCN(CC(=O)Nc1c(F)cccc1F)C(=O)CCc1nc2sc3c(c2c(=O)[nH]1)CCCC3,-1,6,5,1,25,-4,9,2,-1,-8
Cc1nnc(SCC(=O)NC2CCCC2)s1,0,4,-1,4,-1,-1,0,0,-1,2
Oc1ccc(N2CCN(c3ccnc4cc(Cl)ccc34)CC2)cc1,-9,-2,14,9,3,22,-1,3,-3,26
CCCCC1=CC2=CC(=O)C(C)(OC(=O)c3cccs3)C(=O)C2=CO1 (stereo unspecified),0,7,7,2,37*,22,-3,-2,-4,36
COCCCNC(=O)c1nc2c(nnn2Cc2cc(C)ccc2C)c(=O)[nH]1,1,0,1,10,6,-2,2,-3,-5,27
CS(=O)(=O)N1CCCC(C(=O)Nc2ccccc2)C1 (stereo unspecified),4,1,3,-7,-2,-7,2,4,3,-12
CC(=O)O[C@H]1C=C[C@@H](NC(=O)OC(C)(C)C)C1,-1,1,-1,-4,-1,-2,1,1,2,nt
Cc1cccc(N2CCCn3c2nc2c3c(=O)[nH]c(=O)n2C)c1,0,0,-1,0,-2,-2,0,-8,2,6
CN(CCO)C(=O)c1c(NC(=O)c2ccccc2)sc2c1CCCC2,1,0,-3,-3,4,1,-3,2,1,7
N#CCCN(C(=O)COC(=O)CCc1c[nH]c2ccccc12)c1ccc(F)cc1,-3,-8,6,6,-3,-6,1,-3,3,-4
Cc1cc(N2C(=O)c3ccc(C(=O)Nc4ccc(CC(=O)O)cc4)cc3C2=O)no1,3,9,1,-8,1,-2,-1,1,3,2
COc1ccc(CNC(=O)CSc2nc3c(oc4ccccc43)c(=O)n2CC2CCCO2)cc1 (stereo unspecified),1,10,2,1,-2,-2,-1,-6,-1,-4
COc1ccc(OC)c(NS(=O)(=O)c2ccc3[nH]c(=O)[nH]c3c2)c1,-7,-3,0,7,4,-3,2,-4,-7,3
O=C(CNS(=O)(=O)c1ccccc1)N/N=C/c1ccccc1[N+](=O)[O-],-8,-3,-3,4,-1,1,0,-6,-9,-2
CCn1nnnc1NCc1c(OC)ccc2ccccc12,1,-3,2,-4,-3,5,-1,0,3,-3
COc1ccc(C2=NN(C(=O)CN3CCCCC3)C(c3ccc(OC)cc3)C2)cc1 (stereo unspecified),3,-5,4,-6,-6,-4,0,2,-2,-1
# Further structures follow.
SMILES,NPR2 activator,TCR-CD3 inh,PRMT1 FP inh,SIAE inh,rCAG RNA binder,mABHD4 FP,UHRF1 binding,MBD2 DNA inh,NPR1 activator,HTRA1 inhibitor
COc1ccc(NS(=O)(=O)c2ccc(NC(=S)NC(=O)/C=C/c3ccc(C)cc3)cc2)nn1,-7,-5,3,-37,3,2,2,6,-16,2
CC1CCN(CC(=O)Nc2ccc(C(=O)N3CCCCC3)cc2)CC1,2,-15,1,-5,-10,3,0,0,2,11
CCc1nc2ccc(C(=O)NCCOc3ccc(OC)cc3)cn2c1N(C)Cc1ccc(OC)cc1,-5,0,2,5,2,1,3,4,-4,nt
COc1cccc(NC(=O)CNC(=O)c2ccc(C)o2)c1,-1,4,-7,-6,-2,-1,-2,6,3,4
COc1ccc(Nc2ccnc(Nc3ccc(OC)cc3)n2)cc1,-6,-10,4,-4,-1,16,-1,0,-6,15
N#CCCCSC1=C(C#N)C(c2ccccc2Cl)CC(=O)N1 (stereo unspecified),7,0,-1,-3,-1,-3,-1,2,3,5
CN(C)c1cc2c(cc1NS(=O)(=O)c1ccccc1)n(C)c(=O)n2C,10,2,7,8,2,2,-2,-1,1,0
S=c1[nH]ccn1-c1c(Cl)cccc1Cl,4,-4,11,-3,-1,-7,5,7,1,9
Cc1cccc(CNC(=O)C2CCC(=O)N(C3CCCCCC3)C2)c1 (stereo unspecified),5,5,-7,2,-8,5,-5,-5,3,5
CCOc1ccc(/C=N/Nc2cc(N3CCOCC3)ncn2)c(O)c1,-3,-5,3,4,4,18,3,7,-6,9
CN(C)c1cc(NC(=O)CN2CCCC2)c2ccccc2n1,-5,3,2,-8,0,16,7,7,10,4
CCN1C(=O)[C@H]2[C@H]3CN=C(SCc4ccccc4)N3[C@@](C)(C(=O)OC)[C@H]2C1=O,0,-5,0,1,0,10,0,2,0,3
Cc1nn(-c2ccccc2)c(Cl)c1/C=N/NC(N)=O,-4,-1,-4,4,2,-2,3,2,-7,0
C=CC[C@@H](Cc1ccc(F)cc1)C(=O)OC[C@@H]1CCCN1C(=O)[C@@H](CC=C)CC(=O)N(CCO)Cc1ccccc1,-5,1,-2,-7,-7,-14,-1,-2,-10,-20
CCCCOCCCNC(=O)C[C@H]1C(=O)N(Cc2ccc(OC)cc2)C2=CCCCC[C@@]21C(=O)OC,-2,nt,2,-3,-1,-1,-1,1,-3,nt
COc1cc2c(cc1NC(=O)COc1ccccc1OC)oc1ccccc12,-5,2,1,4,3,4,14,0,-2,-4
Cc1cccn2c(CN3CCNC(=O)CC3)c(C(=O)N(C)CCc3ccccc3)nc12,0,1,-7,-1,-7,3,0,6,0,7
CCCCCCCCN1C(=O)[C@H](CC(=O)N2CCN(C(=O)c3ccco3)CC2)C[C@@]2(C(=O)OC)CCCCC=C12,2,10,1,-5,7,-3,-1,-9,-1,nt
COCCNC(=O)c1cc(-c2ccccc2)nn1Cc1cc(C)no1,4,-8,2,3,-5,-1,2,-5,2,9

# Record cards, as listed above.
# CCN1C(=O)[C@H]2[C@H]3CN=C(SCc4ccccc4)N3[C@@](C)(C(=O)OC)[C@H]2C1=O as listed: NPR2 activator: 0; TCR-CD3 inh: -5; PRMT1 FP inh: 0; SIAE inh: 1; rCAG RNA binder: 0; mABHD4 FP: 10; UHRF1 binding: 0; MBD2 DNA inh: 2; NPR1 activator: 0; HTRA1 inhibitor: 3
# COc1ccc(Nc2ccnc(Nc3ccc(OC)cc3)n2)cc1 as listed: NPR2 activator: -6; TCR-CD3 inh: -10; PRMT1 FP inh: 4; SIAE inh: -4; rCAG RNA binder: -1; mABHD4 FP: 16; UHRF1 binding: -1; MBD2 DNA inh: 0; NPR1 activator: -6; HTRA1 inhibitor: 15
# CCCCCCCCN1C(=O)[C@H](CC(=O)N2CCN(C(=O)c3ccco3)CC2)C[C@@]2(C(=O)OC)CCCCC=C12 as listed: NPR2 activator: 2; TCR-CD3 inh: 10; PRMT1 FP inh: 1; SIAE inh: -5; rCAG RNA binder: 7; mABHD4 FP: -3; UHRF1 binding: -1; MBD2 DNA inh: -9; NPR1 activator: -1; HTRA1 inhibitor: nt

# Source: PubChem BioAssay (several laboratories)
